Bioassay records from PubChem BioAssay.
PTHR1 ag: activates the human parathyroid hormone receptor PTHR1; Q03431; HEK293 GP2 PTHR1 cells, GloSensor cAMP luminescence, 1 h; Potency, µM (titrated, usually from 115 µM), for inactives: top-dose activation, most hits filed as activators; 0.075% of 410,000 active; AID 743266; further: potency means the concentration at half of the fitted maximal effect; nearly all actives have a fitted effect of over 55% in size; some results filed as inactive show a strong effect at the top dose; inactives centre near -15; many of its hits are not listed in these tables
Target sequence (Q03431 whole entry, looked up): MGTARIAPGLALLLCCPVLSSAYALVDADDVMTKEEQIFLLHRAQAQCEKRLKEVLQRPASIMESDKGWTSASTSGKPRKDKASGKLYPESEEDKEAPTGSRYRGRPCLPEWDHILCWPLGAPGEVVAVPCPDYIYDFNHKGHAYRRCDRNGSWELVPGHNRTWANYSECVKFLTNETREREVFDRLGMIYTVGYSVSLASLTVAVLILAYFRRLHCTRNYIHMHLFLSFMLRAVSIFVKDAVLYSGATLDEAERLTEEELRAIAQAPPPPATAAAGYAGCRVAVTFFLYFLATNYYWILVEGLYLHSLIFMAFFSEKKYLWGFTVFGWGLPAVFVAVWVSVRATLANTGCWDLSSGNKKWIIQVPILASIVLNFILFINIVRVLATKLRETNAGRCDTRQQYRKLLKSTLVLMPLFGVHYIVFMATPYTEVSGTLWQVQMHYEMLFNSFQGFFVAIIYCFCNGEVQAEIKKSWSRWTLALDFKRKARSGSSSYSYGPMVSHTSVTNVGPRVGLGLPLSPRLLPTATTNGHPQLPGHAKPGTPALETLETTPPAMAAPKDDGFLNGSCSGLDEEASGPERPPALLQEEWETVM
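HEK-293-derived GP2 cells expressing PTHR1 and a GloSensor cAMP reporter, 3,000/well, plated overnight, given luciferin plus IBMX (each 0.5 mM as added) for 1 h at 37 °C, then compound for 1 h at 37 °C. Luminescence was read after 15 min at room temperature.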
GLP1R inv ag: inverse agonists of human GLP-1 receptor. 1.6% of 410,000 active. HEK293 GLP-1R CRE-luciferase, luminescence, 24 h; GLP-1R form is constitutively active. Potency, µM (titrated, usually from 38.3 µM), without a hit: at the top dose activity change, negative = inhibition, actives largely listed as inhibitors; further: potency means the concentration at half of the fitted maximal effect; on the % scale 0 is the no-effect control and ±100 the full control effect; nearly all actives have a fitted effect of over 55% in size
Target sequence (P43220 whole entry, looked up): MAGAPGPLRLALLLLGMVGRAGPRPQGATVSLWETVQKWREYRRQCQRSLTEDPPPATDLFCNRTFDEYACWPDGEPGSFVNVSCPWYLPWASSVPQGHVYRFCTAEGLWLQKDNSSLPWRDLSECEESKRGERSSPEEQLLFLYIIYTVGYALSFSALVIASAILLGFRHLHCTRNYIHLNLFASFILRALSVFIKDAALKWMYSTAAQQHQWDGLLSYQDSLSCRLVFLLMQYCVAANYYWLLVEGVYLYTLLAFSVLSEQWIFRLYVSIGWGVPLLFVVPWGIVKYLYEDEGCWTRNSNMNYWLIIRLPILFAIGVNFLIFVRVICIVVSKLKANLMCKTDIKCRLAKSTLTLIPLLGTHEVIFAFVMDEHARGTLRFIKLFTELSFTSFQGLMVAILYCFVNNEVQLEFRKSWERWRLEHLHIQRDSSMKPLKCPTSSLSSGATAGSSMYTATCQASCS
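Assay principle: reduced luminescence from a cAMP-responsive reporter in HEK293 cells co-expressing a constitutively active GLP-1R. Conditions: 24 hr compound incubation, 37 deg C, 5% CO2.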
aSyn yeast inh: inhibitors of alpha-synuclein toxicity in yeast; Yeast expressing alpha-synuclein, growth rescue, BacTiter-Glo, 24 h; Potency, µM (doses to about 46.1 µM), inactives show at the highest dose growth rescue (activation), most hits filed as activators; 0.14% of 370,000 active; AID 652106; further: potency means the concentration at half of the fitted maximal effect; % of control where 0% means no effect; nearly all actives have a fitted effect of over 65% in size
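Galactose-induced alpha-syn yeast (OD600=0.02, raffinose-pregrown) + pinned cpd, 24 hr, 30 deg C; growth by BacTiter-Glo luminescence. Growth restoration scores as activation.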
pAkt inh: inhibitors of Akt phosphorylation. Neuro2A IGF-stimulated pAkt S473 HTRF, 20 min; active compounds read low. activity change, % for hits at 50 µM. 0.32% of 360,000 active. AID 651550; in the data active means activity change below about -80%; inconclusive means mostly about -51% to -80%; further: on the % scale 0 is the no-effect control and ±100 the full control effect
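Single-point screen (50 µM final compound) in Neuro2A cells stimulated 20 min with 6 nM IGF at 37 deg C. After lysis, Ser473-phosphorylated Akt read by HTRF (ex 330 nm, em 615/665 nm) as the 665/615 ratio.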
HEK293 tox: cytotoxicity in counter-screen for GLP-1R inverse agonists; HEK293 cAMP-luciferase reporter cells, luminescence, 24 h; Potency, µM (doses to about 38.3 µM), inactives show at the highest dose activity change, negative = inhibition, hits mostly inhibitors; 0.13% of 410,000 active; AID 624418;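 further: loss of luciferase light is scored as toxicity; potency means the concentration at half of the fitted maximal effect; on the % scale 0 is the no-effect control and ±100 the full control effect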
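Here, cytotoxicity is scored as loss of luminescence. The MLSMR collection was tested on cells seeded in medium containing 10% Nu serum, with a 24 hr compound exposure preceded by 12 hours of culture.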
TDP-43 yeast inh: TDP-43 toxicity inhibition in yeast | TDP-43 expressing yeast growth rescue, BacTiter-Glo, 24 h | Potency, µM (titrated, usually from 46.1 µM), for the others: at the highest dose growth rescue (activation), actives largely listed as activators | 1.8% of 410,000 active | AID 652104; further: potency means the concentration at half of the fitted maximal effect; % of control where 0% means no effect; nearly all actives have a fitted effect of over 50% in size
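Cell-based yeast growth screen: TDP-43 expression induced in galactose, inoculum OD600=0.02 after raffinose pregrowth to mid-log. Read-out BacTiter-Glo luminescence at 24 hr, 30 deg C; inhibition of toxicity seen as signal increase.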
FUS suppressor: rescues growth of FUS-expressing yeast | S. cerevisiae FUS-expressing, growth rescue, OD600, 24 h | Potency, µM (top dose mostly 76.6 µM), inactives show at the highest dose growth rescue (activation), usual class: activators | 0.24% of 390,000 active | AID 1347120;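 further: potency means the concentration at half of the fitted maximal effect; plate controls were DMSO vehicle for no effect and reference control for full effect; nearly all actives have a fitted effect of over 55% in size; some results filed as inactive show a strong effect at the top dose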
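Quantitative HTS measuring growth restoration of FUS-toxic yeast. Galactose-induced cells (OD 0.005) were exposed 24hr at 30C to compounds at several concentrations, then absorbance at 600 nm was recorded.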
Abeta yeast res: compounds reversing amyloid beta toxicity in yeast; yeast expressing A-beta42, growth rescue, OD600, 48 h; response scale: 0% DMSO, 100% iron-clioquinol control; Potency, µM (top dose mostly 46.1 µM), inactives show top-dose growth rescue, actives largely listed as activators; 0.063% of 410,000 active; further: potency means the concentration at half of the fitted maximal effect; nearly all actives have a fitted effect of over 55% in size
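Yeast A-beta toxicity model in growth medium with pinned compounds, 48 h at 30 C; growth read as absorbance at 600 nm. Normalized to FeCl3/clioquinol equimolar mix (positive) and DMSO (negative).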
Mm-Cpn inhibitor: inhibitors of Methanococcus maripaludis chaperonin (MmCpn). Potency, µM (series often up to 76.9 µM), for inactives: at the top dose activity, negative = inhibition, usual class: inhibitors. 0.031% of 330,000 active. purified Mm-Cpn ATPase, ADP Transcreener TR-FRET; further: potency means the concentration at half of the fitted maximal effect; on the % scale 0 is the no-effect control and ±100 the full control effect; nearly all actives have a fitted effect of over 80% in size
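Compound-treated chaperonin, 25 nM final, turns over 10 uM ATP at 37°C for 30 min following a 10 min preincubation; ADP generated competes with ADP-d2 for Eu-cryptate antibody, lowering FRET.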
An asterisk follows results filed as active; i = inactive; ? = inconclusive; · = not tested or not shown; [ ] = another dose, or the depositor's remark. Unless noted, the call rests on the fitted dose curve; in most records, active means well fitted curve in the direction sought with a large enough effect; inconclusive means small, poorly fitted or top-dose-only effect, or another doubt; inactive means no such curve, though single readings can be large; an effect the other way counts as inactive or inconclusive.

SMILES	PTHR1 ag	GLP1R inv ag	aSyn yeast inh	pAkt inh	HEK293 tox	TDP-43 yeast inh	FUS suppressor	Abeta yeast res	Mm-Cpn inhibitor
O=C(O)CC(O)(CC(=O)O)C(=O)O	-1%	-7%	-13%	i	4%	7%	-16%	-8%	·
O=S(=O)(c1cccc(NC(=S)N2CCN(c3cccc(Cl)c3)CC2)c1)C(F)F	-37%[inhibitor]	?	-12%	i	?	-18%	4%	-14%	0%
CCc1ccc(-c2cc(C)no2)cc1S(=O)(=O)N1CC(=O)Nc2ccccc21	i	?	-2%	i	-11%	0%	18%	13%	2%
C=CCOC(=O)COc1ccc2c3c(c(=O)oc2c1)CCCC3	3%	4%	5%	i	-12%	22%	-10%	6%	·
O=C1CC(O)(C(F)(F)F)Oc2c1ccc1ccccc21 (stereo unspecified)	-76%[inhibitor][57.5 µM]	-22%	13µM*	i	-6%	14%	-1%	-44%[inhibitor]	0%
CCCCCCc1c(C)c2c(cc(C)c3c(C)coc32)oc1=O	32%	16%	·	·	0%	-3%	-10%	-21%	·
Cc1cccnc1NC(=O)NC(=O)c1ccc(C(C)(C)C)s1	-48%[inhibitor]	0%	-6%	i	-21%	0%	-10%	0%	1%
CC(=O)Nc1cccc(OC(=O)c2ccoc2C)c1	18%[57.5 µM]	0%	0%	i	0%	23%	25%	-5%	1%
O=C(NCCc1ccccc1)C(=O)NCC1OCCN1S(=O)(=O)c1ccc2c(c1)OCCO2 (stereo unspecified)	-16%	?	8%	i	-15%	-10%	7%	4%	-2%
O=C1CCC(C(=O)N2CCN(c3ccccc3Cl)CC2)CN1CC1CCCCC1 (stereo unspecified)	-70%[inhibitor]	?	5%	i	-1%	-3%	?	-4%	2%
Cc1ccc(N2CC(C(=O)Nc3nnc(SCC(=O)NCC4CCCO4)s3)CC2=O)cc1C (stereo unspecified)	i	13%	6%	i	-2%	20%	·	-5%	2%
O=C(Nc1nc2cc3c(cc2s1)OCCO3)C1=COCCO1	-43%[inhibitor]	?	-15%	i	-7%	?	-3%	-47%[inhibitor]	0%
CC1=C(c2ccc(C(C)C)cc2)S(=O)(=O)N=C1N1CCN(C(=O)c2ccco2)CC1	-4%	16%	1%	i	-1%	-1%	18%	1%	-7%
O=C(CSc1ccc(F)cc1)N1CCC(c2nc3ccccc3s2)CC1	-38%[inhibitor]	?	27%	i	4%	22µM*	40%	-12%	3%
Cc1cc(C)n2nc(SCC(=O)c3ccccc3)nc2n1	-56%[inhibitor][57.5 µM]	42%[activator]	13%	i	1%	-13%	-3%	-9%	0%
COc1ccc(/C=C/C(=O)NCC(=O)n2nc(C)cc2C)cc1	5%	13%	-12%	i	9%	-15%	8%	-8%	2%
Cc1ccn2cc(-c3cccc(NS(C)(=O)=O)c3)nc2c1	i	1%	-6%	i	4%	-20%	11%	-6%	-2%
COc1ccc(NC(=O)CCn2c(=S)[nH]c3ccccc3c2=O)cc1Cl	-21%	9%	-7%	i	-5%	-2%	-13%	-8%	·
CCOC(=O)c1c(NC(=S)Nc2cccnc2)sc(C)c1C	i	16%	6%	i	0%	13µM*	-20%	8%	-7%
CC(C)c1ccc(Nc2cc(C(=O)NC3CCCCC3)c3ccccc3n2)cc1	30%	7%	·	·	2%	21%	3%	-2%	·
O=C(Cn1cnc2scc(-c3ccc(F)cc3)c2c1=O)N1CCOCC1	-2%	16%	2%	i	-4%	1%	17%	13%	0%
CCN(CC)CCN1c2ccccc2Sc2ccc3ccccc3c21	i	?	3%	i	-17%	-14%	20%	10%	-4%
CCOc1ccc(NC(=O)CN(C)C(=O)C2CSC3(C)CCC(=O)N23)cc1OCC (stereo unspecified)	-6%	2%	-7%	i	-1%	-7%	-22%	-6%	-1%
COc1ccc([C@H]2CC(=O)C=C(c3ccc(OC(F)(F)F)cc3)C2)cc1OC	-25%	?	8%	i	-19%	14µM*	?	-5%	-1%
Cc1cc(Oc2ccc(-c3ccccc3)cc2)nc(N2CCOCC2)n1	-9%[57.5 µM]	-26%	0%	·	11%	11%	-6%	25%	0%
O=C1CCCN1c1ccc(C(=O)N(Cc2nnc(-c3ccc(Cl)cc3)o2)C2CC2)cc1	i	21%	14%	i	-15%	-5%	34%	-3%	0%
Cc1cccc(C(=O)NCC(=O)NCCSc2ccc(Br)cc2)c1	-31%[inhibitor]	?	4%	i	-1%	6%	0%	-2%	0%
O=[N+]([O-])c1ccc(SNc2ccccc2)c([N+](=O)[O-])c1	-59%[inhibitor]	11µM*	0%	i	?	?	·	-44%[inhibitor]	·
CCCCN(C)CCN1C(=O)C2C(C(=O)Nc3cccc(OC)c3)C3C=CC2(O3)C1C(=O)NC1CCCCC1C (stereo unspecified)	-19%	?	10%	i	-30%	-10%	-16%	-7%	0%
COc1cccc(CN2CCNC(=O)C2CC(=O)N(C)C2CCOCC2)c1OC (stereo unspecified)	i	6%	1%	i	-3%	0%	17%	17%	0%
COc1ccc(NS(=O)(=O)c2ccc(OCC(=O)N3CCOCC3)cc2)cc1	0%[57.5 µM]	4%	-1%	i	18%	-12%	-10%	3%	0%
O=P1(O)C=C(c2ccccc2)OC(c2ccccc2)=C1	i	2%	-6%	i	4%	4%	14%	-4%	0%
CC(=O)Nc1ccc(-c2csc(NCc3ccco3)n2)cc1	-16%[57.5 µM]	19%	0%	i	-8%	4%	50%	-5%	0%
C[C@@H]1CN([C@@H](C)CO)C(=O)c2cc(-c3ccncc3)cnc2O[C@H]1CN(C)C(=O)c1cccc(F)c1	-26%	56%[activator]	-8%	i	-7%	0%	-5%	-6%	·
CCCn1c(=O)c2sccc2n2c(CCCC(=O)N3CCN(c4ccc(OC)cc4)CC3)nnc12	i	-5%	·	·	0%	-4%	-5%	-7%	·
Cc1cc(F)ccc1NC(=O)c1ccc2nc(Cc3ccccc3)oc2c1	-13%	-22%	·	·	-5%	13%	0%	28%	·

Complete entries, quoted from the list:
CC(=O)Nc1ccc(-c2csc(NCc3ccco3)n2)cc1 reads PTHR1 ag: -16%[57.5 µM]; GLP1R inv ag: 19%; aSyn yeast inh: 0%; pAkt inh: i; HEK293 tox: -8%; TDP-43 yeast inh: 4%; FUS suppressor: 50%; Abeta yeast res: -5%; Mm-Cpn inhibitor: 0%
Cc1cc(F)ccc1NC(=O)c1ccc2nc(Cc3ccccc3)oc2c1 reads PTHR1 ag: -13%; GLP1R inv ag: -22%; aSyn yeast inh: ·; pAkt inh: ·; HEK293 tox: -5%; TDP-43 yeast inh: 13%; FUS suppressor: 0%; Abeta yeast res: 28%; Mm-Cpn inhibitor: ·

(further entries)
SMILES	PTHR1 ag	GLP1R inv ag	aSyn yeast inh	pAkt inh	HEK293 tox	TDP-43 yeast inh	FUS suppressor	Abeta yeast res	Mm-Cpn inhibitor
COc1ccccc1/C=C/C=N/n1c(-c2ccc(F)cc2)n[nH]c1=S	i	-29%	0%	i	-6%	7%	6%	0%	2%
Cn1c(=O)c2nc3ccc(NC(=O)C(F)(F)F)cc3nc2n(C)c1=O	-2%	15%	·	·	61%[activator]	3%	-7%	-20%	·
CCn1c(SCC(=O)Nc2ccccc2)nnc1-c1cccs1	i	-10%	-2%	i	0%	-10%	3%	-1%	0%
COC(=O)c1ccc(C23CC4(C2)[C@H](CN(Cc2cccnc2)[C@@H]4c2ccccc2)C3c2ccc(Cl)nc2)cc1 (stereo partly specified)	i	?	2%	i	1%	-6%	27%	15%	1%
O=C(NCCCCCCCN1CCCCCCC1)C(C1CCCCC1)C1CCCCC1	-25%	?	-5%	i	?	-24%	·	-5%	·
CN(C)c1ccc(C(C(=O)NC2CCCC2)N(C(=O)c2csnn2)C2CC2)cc1 (stereo unspecified)	-20%	-12%	1%	i	14%	-1%	9%	-8%	0%
CC1(C(=O)NS(=O)(=O)c2ccc(C#N)cc2)CCN1C(=O)CC1CCCC1 (stereo unspecified)	-10%	13%	4%	i	8%	18%	0%	-9%	·
COc1ccccc1OCCC(=O)OCC(=O)c1[nH]c(C)c(C(C)=O)c1C	-7%	-2%	14%	i	-17%	19%	0%	-15%	-1%
COc1ccc(-n2ncc(C(=O)NCCN3CCOCC3)c2C2CCN(C(=O)OC(C)(C)C)CC2)cc1	26%	1%	·	·	15%	3%	22%	-5%	·
COc1ccc(C2c3c(ncn(CCCO)c3=N)Oc3ccc4ccccc4c32)cc1 (stereo unspecified)	-4%	?	11%	i	?	-4%	16%	-1%	-9%
CCOC(=O)N1C2=NC(C(=O)OC)=C(C(=O)OC)[C@@H]3N(Cc4ccccc4)c4ccccc4[C@]23C[C@H]1C(=O)OC	-14%	-5%	2%	i	-36%	14%	36%	4%	·

Reformatted bar-delimited: part of the list above.
Compound | PTHR1 ag | GLP1R inv ag | aSyn yeast inh | pAkt inh | HEK293 tox | TDP-43 yeast inh | FUS suppressor | Abeta yeast res | Mm-Cpn inhibitor
COc1ccccc1/C=C/C=N/n1c(-c2ccc(F)cc2)n[nH]c1=S | i | -29% | 0% | i | -6% | 7% | 6% | 0% | 2%
Cc1ccc(N2CC(C(=O)Nc3nnc(SCC(=O)NCC4CCCO4)s3)CC2=O)cc1C (stereo unspecified) | i | 13% | 6% | i | -2% | 20% | · | -5% | 2%

These rows are one share of the data. The share of hits here may be higher or lower than overall.
